NPYLR7 agonist: agonists of mosquito NPYLR7 receptor, primary screen, cell-based, Aedes aegypti, calcium fluorescence, mosquito biting behavior | Aedes aegypti neuropeptide Y-like receptor 7 (NPYLR7) | HEK293T NPYLR7/Galpha15, GCaMP6s calcium fluorescence | activation, % at 10 µM | 270,000 tested, 0.15% active | AID 1259423, 2018; in the data active = activation above about 40%;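 also: 0% = vehicle and 100% = reference agonist at the receptor; some compounds past the cut are filed as inactive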
mcGAS inh: cyclic GMP-AMP synthase inhibitors, mouse, primary biochemical chemiluminescence | Q8C6L5 | recombinant cGAS, Kinase-Glo ATP depletion luminescence | inhibition, % at 12.5 µM | 160,000 tested, 0.15% active;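 also: 0% = negative control wells and 100% = reference inhibitor with no enzyme activity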
hcGAS inh: Primary biochemical luminescence assay for human cyclic GMP-AMP synthase inhibitors; recombinant h-cGAS, ATP depletion, Kinase-Glo luminescence; inhibition, % at 12.5 µM; 290,000 tested, 0.081% active;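 also: 0% = vehicle reaction and 100% = reaction without DNA for no activity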
Target sequence (Q8N884 whole entry, looked up): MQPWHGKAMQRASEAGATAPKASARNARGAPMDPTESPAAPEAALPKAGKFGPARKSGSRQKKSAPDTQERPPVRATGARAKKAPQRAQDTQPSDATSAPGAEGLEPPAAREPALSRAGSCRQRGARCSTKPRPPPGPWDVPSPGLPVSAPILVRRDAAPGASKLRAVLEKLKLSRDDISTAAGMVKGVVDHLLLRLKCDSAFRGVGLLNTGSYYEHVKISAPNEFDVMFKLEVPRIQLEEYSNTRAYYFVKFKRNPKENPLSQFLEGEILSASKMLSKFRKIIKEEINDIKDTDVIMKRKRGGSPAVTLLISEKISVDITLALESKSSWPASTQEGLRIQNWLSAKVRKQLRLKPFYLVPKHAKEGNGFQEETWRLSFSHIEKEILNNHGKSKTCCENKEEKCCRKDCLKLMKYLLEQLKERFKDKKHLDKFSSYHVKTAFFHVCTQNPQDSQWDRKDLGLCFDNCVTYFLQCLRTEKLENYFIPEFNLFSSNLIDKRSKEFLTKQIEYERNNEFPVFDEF
Numbers without * were called inactive; . = no result given; & = joins results of further samples. Rule as the data show it, unless noted: active = inhibition above about 40%; inactive = the rest. The order is random, and some 0.27% of all compounds hit somewhere here.

The first five records (preview)
SMILES | NPYLR7 agonist | mcGAS inh | hcGAS inh
COc1ccc(Nc2nnc(SCCC3CCCCN3C)s2)cc1 (stereo not given) | -3 | -14 | -7
COc1ccc(-n2ncc(C(C)NS(=O)(=O)c3ccc(C(C)=O)cc3)c2C)cc1 (stereo not given) | 4 | . | -7
CC(C)c1nnsc1CN1CCCC2(CNC(=O)O2)C1 (stereo not given) | 1 | . | -4
COc1ccc(S(=O)(=O)N(Cc2cccc(OS(=O)(=O)c3cccc(C(F)(F)F)c3)c2)Cc2ccco2)cc1 | -9 | -1 | -5
N#CC1(C#N)[C@@H]2c3ccccc3C=CN2[C@@H](C(=O)c2cccs2)[C@@H]1c1cccs1 | 9 | 4 | 0

This part in full, previewed entries included:
SMILES | NPYLR7 agonist | mcGAS inh | hcGAS inh
COc1ccc(Nc2nnc(SCCC3CCCCN3C)s2)cc1 (stereo not given) | -3 | -14 | -7
COc1ccc(-n2ncc(C(C)NS(=O)(=O)c3ccc(C(C)=O)cc3)c2C)cc1 (stereo not given) | 4 | . | -7
CC(C)c1nnsc1CN1CCCC2(CNC(=O)O2)C1 (stereo not given) | 1 | . | -4
COc1ccc(S(=O)(=O)N(Cc2cccc(OS(=O)(=O)c3cccc(C(F)(F)F)c3)c2)Cc2ccco2)cc1 | -9 | -1 | -5
N#CC1(C#N)[C@@H]2c3ccccc3C=CN2[C@@H](C(=O)c2cccs2)[C@@H]1c1cccs1 | 9 | 4 | 0
Cc1ccc(-n2c(C(C)N(C)C(=O)Nc3ccc(Cl)c(Cl)c3)nc3cc(Cl)ccc3c2=O)cc1 (stereo not given) | -5 | -3 | -6
O=C(c1ccc2c(c1)CCO2)N1CCN(Cc2cccc(-c3noc(-c4cccc(C(F)(F)F)c4)n3)c2)CC1 | 3 | -8 | -9
COCCc1ccc(OCC(O)CNC(C)C)cc1 (stereo not given) | -5&-1&-2&-2 | -5&0 | 5&1&-5&0
Cc1ccc(-n2c(SCc3nc(C(=O)N4CC(C)OC(C)C4)cs3)nnc2-c2ccncc2)cc1 (stereo not given) | 16 | -6 | -3
COCCS(=O)(=O)c1ncc(CN2CCCO2)n1Cc1ccccc1 | 8 | . | -7
O=C1OCCC1C(=O)c1ccc(Br)cn1 (stereo not given) | 3 | . | -1
COCCN(CC(=O)N(CCc1ccccc1)Cc1ccco1)C(=O)C1CC1 | 1 | -8 | -8
CCC(C)N(C)C(=O)c1cc2ccccc2c(-c2ccccc2Cl)n1 (stereo not given) | 7 | -4 | -2
O=C(c1cc(C2CC2)[nH]n1)N1CCc2ccc(Br)cc21 | -2 | -13 | -7
COCc1c(C(=O)Nc2ccnn2C(C)C)sc2ccccc12 | 5 | -16 | -5
CCC(=O)Nc1ccc(C)c(NC(=O)C(C)N2CCCCCC2)c1 (stereo not given) | 8 | . | -9
CCCC(C)C(=O)N1CCn2c(nnc2C(C)C)C1 (stereo not given) | . | -5 | -17
CSc1nc(NC(C)C)c2cnn(CCNC(=O)CC3CCCC3)c2n1 | . | -7 | -5
Cc1cc(NC(=O)Cn2ccc(-c3ccccc3C(F)(F)F)n2)n(C)n1 | -1 | . | 2
CC(=O)Nc1ccc(NC(=O)Cn2c3c(c(=O)n(C4CCCCC4)c2=O)CCC3)cc1 | 1 | -8 | -4
NC(=O)[C@H](Cc1c[nH]c2ccccc12)NC(=O)C(=O)c1ccc(C2CCCCC2)cc1 | 1 | -2 | -2
CC(C)C(CNC(=O)C1CCC1)N1CCc2ccccc2C1 (stereo not given) | -2 | . | -16
c1ccc2[nH]c(CC3CCCN(c4ncnc5c4CCNC5)C3)nc2c1 (stereo not given) | 0 | . | -7
Cc1ccc(CN(C)c2ccc(S(N)(=O)=O)cn2)cc1 | 7 | . | 2
COc1ccc(N2CCN(Cc3nc(N)nc(N4CCCc5ccccc54)n3)CC2)cc1 | -2 | . | -4
COc1ccc(C(=O)NC2CCC(NC(=O)[C@H]3CCCN3C(=O)CCc3ccccc3)CC2)cc1 (stereo not given in full) | 2 | -5 | -4
COc1cccc(C2Nc3ccccc3C(=O)N2CC(F)(F)F)c1 (stereo not given) | 0 | . | 2
COc1ccc(-c2nc(C(=O)Nc3ccc4c(c3)S(=O)(=O)CC4)cs2)cc1 | 1 | . | -5
Cc1ccccc1C1(O)CCN(c2ccnc(C(=O)NCc3ccco3)c2)C1 (stereo not given) | . | -14 | -6
CSCC(=O)N1CCCC(CO)(Cc2ccccc2C)C1 (stereo not given) | -7 | -4 | -1
Cc1ccsc1S(=O)(=O)N1CC(c2cccnc2)C1 | 8 | . | -9
COCCN1CCC(CN2CCN(c3cc(=O)[nH]c(N)n3)CC2)CC1 | -5 | -1 | -3
CC(C)c1nc(CCNc2ncnc3c2CCNC3)no1 | 4 | -10 | -5
O=C(NCc1ccco1)c1cnn2c(C(F)(F)F)cc(-c3ccco3)nc12 | -4 | 5 | 4
CC(=O)NC(CCS(C)(=O)=O)C(=O)Nc1ncn[nH]1 (stereo not given) | 14 | . | -8
CC(C)CCC(C)NC(=O)CN1CCC(C)CC1 (stereo not given) | -2 | . | -5
Cc1oc(-c2ccc(OC(C)C)cc2)nc1Cn1ccn2nc(-c3ccc(Cl)cc3)cc2c1=O | 13 | -5 | -3
Cn1cc(S(=O)(=O)NCc2ccc3c(c2)OCO3)c(=O)n(C)c1=O | 0 | -8 | -6
CC(C)n1nc(C(=O)NCc2ccco2)c2ccccc2c1=O | -8 | . | 6
COc1cccc(CSc2nnc(NC(=O)C(C)(C)C)s2)c1 | 23 | -5 | -3

By substructure, the entries above containing a thiophene ring, fused or not.
SMILES | NPYLR7 agonist | mcGAS inh | hcGAS inh
N#CC1(C#N)[C@@H]2c3ccccc3C=CN2[C@@H](C(=O)c2cccs2)[C@@H]1c1cccs1 | 9 | 4 | 0
COCc1c(C(=O)Nc2ccnn2C(C)C)sc2ccccc12 | 5 | -16 | -5
Cc1ccsc1S(=O)(=O)N1CC(c2cccnc2)C1 | 8 | . | -9

Further compounds
SMILES | NPYLR7 agonist | mcGAS inh | hcGAS inh
COc1ccc(C2(O)CN(c3cc(C)ccc3C)C3=[N+]2CCCCC3)cc1OC (stereo not given) | -1 | -8 | -5
CCCCCCc1ccc(C(=O)Nc2ccc(N3CCN(c4ccccc4OC)CC3)c(C(=O)NC3CC3)c2)cc1 | . | -6 | -5
Cc1c(C)c(C)c(S(=O)(=O)Nc2ccc(-n3cnnn3)cc2)c(C)c1C | -1 | -7 | -4
Cc1nc2c(sc3cccc(F)c32)c(=O)n1CC(=O)NCCC1=CCCCC1 | 2 | -8 | -8
CCOC(=O)c1sc(N=NC2=C(O)CC(C)(C)CC2=O)c(C(=O)OCC)c1C | 2 | . | 3
CC1C(=O)N2CCCc3cc(S(=O)(=O)N(Cc4ccccc4)c4ccccc4)cc1c32 (stereo not given) | 10 | . | -8
CC1=NN(c2ccc(C(=O)N(C)Cc3ccccc3O)cc2)CC1 | -18 | . | -8
O=C(N[C@@H]1C[C@@H]2CO[C@H](c3ccccc3)C[C@@H]2C1)c1cc2ccccc2o1 | 5 | -5 | 1
Cc1noc(C)c1CNS(=O)(=O)N1CCN(C(=O)C2CCCC2)CC1 | 8 | 2 | 4
Cc1ccc2c(c1)c(CNC1CCN(Cc3ccccn3)CC1)nn2C | 11 | -12 | -3
CCOC(=O)Cn1c(CN2CCc3ccccc3C2)nc2c1c(=O)n(C)c(=O)n2C | 0 | -6 | -7
Cc1cc(C)cc(NC(=O)CSc2ccc3nnc(-c4ccncc4)n3n2)c1 | -2 | -7 | -6
CCN1CCN(c2ncc(-c3cc(=O)[nH]c(N4CCC(C)CC4)n3)c(C)n2)CC1 | 1 | -7 | -8
N#Cc1c(NC(=O)CSc2n[nH]c(=O)[nH]c2=O)sc2c1CCCC2 | 0 | -1 | 4
Cc1cc(C)cc(OCc2nc(CN(C(=O)c3ccccc3C)C(C)C)cs2)c1 | 25 | -6 | -4
CCCN(CC(=O)N1CC(=O)N(c2ccc(Cl)cc2)C1)C(=O)COC | 11 | -5 | -3
Cc1nc(C(C)N(C)C(=O)Cn2nnnc2CN2CCCC2)c(C)s1 (stereo not given) | -6 | -4 | -7
CCOc1cc(S(=O)(=O)N2CCC(C(N)=O)CC2)ccc1F | 2 | -8 | -1
Cc1ccc(C(=O)N/C(=C/c2cccc3ccccc23)C(=O)Nc2cccc(O)c2)cc1 | 15 | . | -1
c1ccc(-c2ccc(-c3nc(-c4cccnc4)no3)cc2)cc1 | 23 | . | -2
CC(=O)Nc1cccc(CN2CCCN(C(C)=O)c3ccccc32)c1 | 9 | -6 | -2
CC(C)CC(NC(=O)Cc1ccsc1)c1nc2ccccc2[nH]1 (stereo not given) | 2 | . | -4
COc1ccc(CNC(=O)c2ccc(-c3ccc4c(c3)OCCO4)s2)c(OC)c1 | 4 | -8 | -8
CN1CCN(C(=O)C2C(C=C(Cl)Cl)C2(C)C)CC1 (stereo not given) | -10 | 2 | 4
CCCC(=O)N1CCCC1(C)C(=O)Nc1cc(OC)c(OC)c(OC)c1 (stereo not given) | 0 | . | -15
Clc1ccc(C2=Nc3ncnn3C(c3cccc4ccccc34)C2)cc1 (stereo not given) | 4 | . | -5
O=C(CN1CCN(S(=O)(=O)c2cccc(Br)c2)CC1)NC1CCCCCC1 | -5 | -8 | -6
CCC(=O)N1CCN(c2ccc(-n3cccn3)nn2)CC1 | 8 | . | -5
CCS(=O)(=O)c1cccc(NC(=O)c2cc3c(F)cccc3[nH]2)c1 | -5 | -12 | -6
CCCCCC(=O)Nc1c(-c2ccccc2C)nc2ccc(C)cn12 | -6 | -8 | -5
COc1ccc(NC(=O)N(C)Cc2sccc2C)cc1Cl | 1 | -9 | -14
O=C1CCCC2(O)C1C(c1cccc(Br)c1)NC(=O)N2Cc1ccccc1 (stereo not given) | 2&5 | . | -12&-8
CCOC(=O)C1=C(C)N=c2s/c(=C\c3c4ccccc4cc4ccccc34)c(=O)n2C1c1ccccc1 (stereo not given) | 10 | -4 | -1
CCOC(=O)C1C(=N)OC2=C(C(=O)CCC2)C1c1c(F)cccc1Cl (stereo not given) | -2 | 1 | 5
Cc1cccc(NC(=O)CCC2CCN(C(=O)c3ccc(-c4ccco4)cc3)CC2)c1 | 4 | -9 | -7
N#Cc1nccnc1Nc1cccc(Nc2ccccc2)c1 | 2 | . | -6
C[C@@]12CO[C@H](c3ccccc3)C[C@@H]1C[C@H](N1CCN(CCOCc3ccccc3)CC1)C2 | 0 | -1 | 6
CCN(CC)C(=O)Cn1cc(SCC(=O)Nc2ccccc2)c2ccccc21 | -4 | -7 | -9
CCN(C1CCS(=O)(=O)C1)S(=O)(=O)c1ccc(Br)cc1 (stereo not given) | 0 | . | -2
O=C(NCCN1C(=O)SC(=Cc2ccc(OC(F)F)cc2)C1=O)C1CCC1 | 3 | -1 | 7
CCC(CC)C(CN=C(N)N(C)C)N(C)C (stereo not given) | 3 | . | -7
O=c1ccc(S(=O)(=O)N2CCCC2)cn1Cc1nnc(-c2cccs2)o1 | -1 | . | -6
Cc1cccc(COC2CCCN(C(=O)c3ccc(Cl)cc3)C2)c1 (stereo not given) | 11 | -6 | -3
CCc1ccc2oc3c(c(=O)c2c1)C(c1ccccn1)N(c1cc(C)on1)C3=O (stereo not given) | 5 | . | -8
COc1ccc(-c2cc(-c3ccccc3)cc(-c3ccc(OC)cc3)[o+]2)cc1 | 25 | . | 0
CC(C)c1nc(CNC(=O)c2cc(COc3c(F)cccc3F)on2)cs1 | 2 | . | -9
CO[C@H]1C=CO[C@@]2(C)Oc3c(C)c(O)c4c(O)c(c(C=NN5CCN(C6CCCC6)CC5)c(O)c4c3C2=O)NC(=O)/C(C)=C\C=C/[C@H](C)[C@H](O)[C@@H](C)[C@@H](O)[C@@H](C)[C@H](OC(C)=O)[C@@H]1C | -1 | . | -7
COC(=O)CCc1c(C)nc2c(c(-c3ccc(F)cc3)nn2C2CCS(=O)(=O)C2)c1C (stereo not given) | 16 | . | -8
Cc1noc(-c2ccco2)c1C(=O)NCc1cccc(Cl)c1 | 3 | -3 | -2
COCCN(Cc1ccc(OS(C)(=O)=O)cc1)C(=O)Nc1cccc2ccccc12 | . | -5 | -3
C=CCn1c(SCC(=O)Nc2ccc(C(=O)OC)cc2)nc2sc3c(c2c1=O)CCCC3 | -2 | -5 | -4
O=C(CN1CCCCCC1=O)NNC(=O)CN1C(=O)CNC1=O | -2 | . | -5
CCN1CCc2cc(OC)c(OC)cc2C1C(C)NC(=O)c1cccc(Cl)c1 (stereo not given) | -1 | -7 | -6
Nc1cc(=O)nc(SCC(=O)N2CCN(c3ccccc3)CC2)n1-c1ccc(F)cc1 | 8 | -7 | -2
COc1ccc(S(=O)(=O)NCC2CCCN(Cc3ccccc3C)C2)cc1 (stereo not given) | -6 | . | -8
CCOC1CC(OC(=O)c2csc(C)n2)C12CCCC2 (stereo not given) | 0 | . | -8
CCc1ccc(NC(=O)NCCN2CCN(c3nc(Cc4cccc(OC)c4)ns3)CC2)cc1 | -3 | -4 | -3
COc1cc(-c2nc3cc(C)ccn3c2NC(C)(C)CC(C)(C)C)ccc1OS(=O)(=O)c1c(C)cc(C)cc1C | 5&-9 | -10&-5 | -6&-6
